GSK3 alpha inh – blocks human GSK-3 alpha kinase | P49840 | 320,000 tested, 0.1% active | inhibition, % at 10 µM | ADP-Glo luminescence, 60 min;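 in the data active means inhibition above about 50%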;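 further: GST-tagged GSK-3 alpha with peptide substrate and 25 µM ATP; 0% = DMSO neutral wells and 100% = GW8510 positive control wells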
Target sequence (P49840 whole entry, looked up): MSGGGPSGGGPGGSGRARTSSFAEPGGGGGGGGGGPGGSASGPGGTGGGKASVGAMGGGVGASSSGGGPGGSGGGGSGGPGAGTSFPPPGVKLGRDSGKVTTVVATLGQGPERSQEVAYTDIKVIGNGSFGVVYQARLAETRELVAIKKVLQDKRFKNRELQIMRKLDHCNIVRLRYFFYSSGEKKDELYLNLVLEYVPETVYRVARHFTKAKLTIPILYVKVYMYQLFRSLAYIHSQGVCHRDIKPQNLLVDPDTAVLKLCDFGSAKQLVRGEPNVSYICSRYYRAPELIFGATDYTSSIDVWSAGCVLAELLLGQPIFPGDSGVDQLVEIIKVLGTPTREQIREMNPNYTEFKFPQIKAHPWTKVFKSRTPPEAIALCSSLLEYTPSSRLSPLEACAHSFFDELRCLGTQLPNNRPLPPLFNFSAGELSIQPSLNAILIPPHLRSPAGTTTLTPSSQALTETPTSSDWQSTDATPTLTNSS
PolyA inhibitor – blocks polyadenylation in yeast reporter cells | 300,000 tested, 0.02% active | S. cerevisiae SKY197-pL101 polyadenylation reporter, beta-gal luminescence; efflux-impaired pdr1/pdr3 knockout yeast; score 100 = 6 SD above DMSO | calls only at 12 µM | AID 1875;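 active means lowest replicate activity score at least 50, where 100 means six control SD above control mean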;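 further: yeast exposed to compound for 9 h at 30 °C; higher score means more reporter readthrough which indicates perturbed polyadenylation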
GSK3beta inhib – blocks human GSK3beta kinase activity | GST-GSK3beta kinase, ADP-Glo luminescence, 60 min; active compounds read low | activity score (negative = inhibition), % at 10 µM | 300,000 tested, 0.038% active;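 active means more than half of replicate wells score below -50%, meaning over 50% inhibition versus plate controls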;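 further: 0% = median DMSO wells and -100% = median GW8510 positive control wells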
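test system = GST-tagged human GSK3beta kinase, cell-free | reagent = 25 µM ATP with peptide substrate | dosing = one dose of 10 µM per compound | schedule = 60 min reaction, RT | detection = luminescent ADP-Glo measurement of ADP formed | control set = DMSO neutral wells and GW8510 at 20 µM as positive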
KCNK3 block – human KCNK3 channel inhibition, primary screen | O14649 | CHO-KCNK3 thallium flux, FluxOR fluorescence; active compounds read low | B-score at 10 µM | 340,000 tested, 0.84% active | AID 602410;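 active means B-score under library mean minus 4 SD, starting fluorescence ratio at most library mean plus 5 SD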;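 further: more negative B-score means stronger inhibition of thallium flux through KCNK3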
Target sequence (O14649 whole entry, looked up): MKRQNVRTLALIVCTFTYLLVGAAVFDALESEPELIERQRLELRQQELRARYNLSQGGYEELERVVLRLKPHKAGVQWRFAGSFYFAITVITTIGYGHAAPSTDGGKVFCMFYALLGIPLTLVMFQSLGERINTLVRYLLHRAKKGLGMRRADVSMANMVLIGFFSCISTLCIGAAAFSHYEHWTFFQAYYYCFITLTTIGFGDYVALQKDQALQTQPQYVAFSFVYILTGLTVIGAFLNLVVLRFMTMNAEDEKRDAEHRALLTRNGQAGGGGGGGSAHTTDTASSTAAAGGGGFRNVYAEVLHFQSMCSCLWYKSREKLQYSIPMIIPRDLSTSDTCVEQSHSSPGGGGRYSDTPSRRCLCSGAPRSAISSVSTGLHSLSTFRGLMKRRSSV
KCNK9 inh – inhibitors of human KCNK9 two-pore domain potassium channel. HEK293 KCNK9, FluxOR thallium flux fluorescence; active compounds read low. Q9NPC2. B-score at 10 µM. 310,000 tested, 1.2% active;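 active means ratio B-score over 3 SD below the library mean, with starting fluorescence within 5 SD of its mean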;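 further: negative B-score means less thallium flux so channel inhibition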
KCNQ1 act – potentiates or activates the human KCNQ1 potassium channel; 310,000 tested, 0.35% active; B-score at 10 µM; CHO-K1 KCNQ1, thallium flux FluxOR fluorescence; active compounds read high; AID 2648; P51787;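 active means fluorescence ratio B-score, a plate-corrected score, at least three library SD, with initial intensity B-score within 5 SD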
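Test system: CHO-K1 cells stably expressing KCNQ1 / Medium: assay buffer / Also added: depolarizing K+/Tl+ stimulus, K2SO4 and Tl2SO4 each 12.5 mM in 5x stock / Incubation: 90 min dye loading and 20 min compound exposure, both at room temperature / Signal: thallium influx via FluxOR fluorescence, kinetic imaging / Evaluation: B score of baseline-normalized fluorescence ratio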
hERG rescue – compounds protecting human hERG from proarrhythmic drug block; Q12809; CHO-hERG, FluxOR thallium flux, dofetilide IC70 present; activation (rescue from dofetilide block), less the hit threshold, % at 10 µM; 310,000 tested, 0.51% active;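 active means activation above the mean of controls blocked by dofetilide plus 5 SD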;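 further: thallium influx through hERG after potassium depolarization seen as dye fluorescence rise; in these data hits start at about 4.7%; inactives centre near -7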
RGS4 pot – RGS4 potentiation or activation | B-score at 10 µM | HEK293 M3R/inducible RGS4, carbachol calcium flux Fluo4; active compounds read low | AID 463111 | 310,000 tested, 0.92% active;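 active means B-score of the integrated calcium signal more than 4 SD below the library mean, with starting fluorescence not abnormally high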;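 further: negative B-score means reduced calcium response which marks RGS4 activation or potentiation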
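System: HEK293 FlpIn-TREx cells, stable M3R, doxycycline-inducible RGS4. Timing: overnight RGS4 induction, 30 min dye load 37 °C, 20 min compound RT. Also added: carbachol, ECmax concentration. Measured by: Fluo4 fluorescence kinetic imaging of calcium. Evaluation: integrated calcium ratio converted to B score.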
KCNQ1 inh – blocks the human KCNQ1 potassium channel; P51787; CHO-K1 KCNQ1, FluxOR thallium flux fluorescence; active compounds read high; B-score at 10 µM; 310,000 tested, 1.3% active;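 active means compounds whose thallium flux B-score, printed positive for inhibition, exceeds three library SD while starting fluorescence stays within three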;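 further: channel opened by potassium depolarization with thallium stimulus after 20 min compound exposure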
RGS4 block – human RGS4 inhibition; P49798; HEK293 M3R/RGS4 inducible, Fluo-4 calcium flux; active compounds read high; triggered by carbachol at its EC20; B-score at 10 µM; 310,000 tested, 0.45% active;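 active means B-score, a plate-corrected calcium signal, over three deviations above library mean, with baseline fluorescence within five deviations of library mean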;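 further: RGS4 expression induced by doxycycline in cells with stable M3 receptor; B-score is computed from the integrated fluorescence ratio over baseline after carbachol; higher B-score means a larger calcium signal and so more RGS4 inhibition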
Target sequence (P49798 whole entry, looked up): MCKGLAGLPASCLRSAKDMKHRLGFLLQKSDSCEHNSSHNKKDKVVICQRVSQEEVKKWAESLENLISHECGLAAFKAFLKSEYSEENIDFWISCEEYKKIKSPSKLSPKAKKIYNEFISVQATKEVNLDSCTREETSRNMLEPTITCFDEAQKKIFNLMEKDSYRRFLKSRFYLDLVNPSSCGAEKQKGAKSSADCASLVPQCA
DYRK1A inh – blocks rat Dyrk1A kinase activity; 310,000 tested, 0.43% active; inhibition, % at 12.5 µM; ADP-Glo luminescence, NFATc1 peptide; in the data active means inhibition above about 50%;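 further: plate controls were vehicle with enzyme for no effect and no enzyme for full effect; many of its hits are not listed in these tables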
An asterisk follows results filed as active; i = inactive; . = not tested or not shown; & = joins results of further samples. An excerpt (hit frequency here may not be typical).

SMILES	GSK3 alpha inh	PolyA inhibitor	GSK3beta inhib	KCNK3 block	KCNK9 inh	KCNQ1 act	hERG rescue	RGS4 pot	KCNQ1 inh	RGS4 block	DYRK1A inh
CCc1ccn2cc(-c3ccc4c(c3)OCO4)nc2c1	8	i	-1	i	-7.3*	i	-7	i	i	i	3
Cc1ccc(C)c(N2CCN(CCCNC(=O)Cn3c(=O)c4cccn4c4cccnc43)CC2)c1	-3	i	5	i	i	i	-13	i	i	i	-9
Cc1cc(Br)cc2c1N(C)C(=O)C2(c1ccc(O)cc1)c1ccc(O)cc1	-4	i	-2	i	i	i	-8	i	i	27*	.
Cc1ccccc1NC(=O)CC(=O)Nc1ccccc1C	-2	i	3	i	i	i	1	i	i	i	-1
COCCn1c(CN2CC(C)CC(C)C2)nc2c1c(=O)n(C)c(=O)n2C (stereo not drawn)	-1	i	4	i	i	i	-7	i	i	i	4
CCN(CC)CCCNC(=O)CCc1c(C)n(CC)c2cc(-c3ccccc3OC)nn2c1=O	-1	i	-6	i	i	i	-4	i	i	i	-1
CCOc1ccccc1CN1C(=O)C2(OCCO2)c2ccccc21	1	i	3	-9.7*	i	i	-2	i	i	i	.
COc1ccc(S(=O)(=O)N2CCc3ccccc32)cc1C(=O)OCc1nnc(-c2ccccc2)o1	-1	i	1	i	i	i	-1	i	i	i	-3
COc1ccccc1CNc1ccc([N+](=O)[O-])cc1C	0	i	-7	i	i	i	-7	i	i	i	-2
CCCc1nnc(NC(=O)CCC(=O)N2CCCCC2CC)s1 (stereo not drawn)	-2	i	1	i	i	i	-7	-7.8*	i	i	1
Cc1cc(C)nc(SCc2cc(=O)c(OC(=O)c3ccc(S(=O)(=O)N4CCCC4)cc3)co2)n1	1	i	-1	i	i	i	-7	i	i	i	1
Cc1n[nH]c(=O)c2c(NC(=O)CSc3ccccc3F)oc(C)c12	4	i	-5	i	i	i	-12	i	i	i	-2
COc1cccc(NC(=O)Nc2cccs2)c1	0	i	-3	i	i	i	-1	i	i	i	11
CC(=O)Nc1ccc(C#Cc2ccc(NC(C)=O)cc2)cc1	-6	i	2	i	i	i	-7	i	i	i	-7
CCOc1ccc(CC(=O)N2N=C(C)CC2(O)C(F)(F)F)cc1 (stereo not drawn)	9	i	0	i	i	i	-7	i	i	i	-5
O=C(CSc1nc2ccccc2c(=O)n1-c1ccccc1)N1CCc2ccccc2C1	.	i	3	i	i	i	-5	i	i	i	-2
O=C(c1ccc(N2CCCCC2)c([N+](=O)[O-])c1)N(c1ccccn1)c1ccccn1	0	i	0	i	i	i	-21	i	i	i	.
CCOc1ccccc1NC(=O)c1cc2ccccc2oc1=O	-3	i	-1	i	i	i	-8	i	i	i	-4
Cc1cccc(C(=O)N(NC(=O)Oc2ccccc2)C(C)(C)C)c1	-2	i	1	i	i	i	-2	i	i	i	-5
CCNC(=O)N1CCCC(C(=O)c2ccc(C(F)(F)F)cc2)C1 (stereo not drawn)	0	i	-3	i	i	i	-7	i	i	i	2
C/C=C(\C)CN1CCC(Oc2ccc(C(=O)NCc3ccccn3)cc2)CC1	-3	i	-2	i	i	i	-5	i	i	i	1
COCCCNC(=O)c1oc2ccc(S(=O)(=O)N3CCOCC3)cc2c1C	1	i	0	i	i	i	-6	i	i	i	-5
O=C(CN1C(=O)S/C(=C/c2ccncc2)C1=O)Nc1ccccc1	3	i	1	i	i	i	-5	i	i	i	-3
Cc1ccc(C)n1-n1c(C)nc2sc3c(c2c1=O)CCCCC3	-1	i	1	i	i	i	-11	i	i	i	5
Cc1ccc(N(C(=O)CNC(=O)c2ccco2)C(C(=O)NC2CCCCC2)c2cccnc2)c(C)c1 (stereo not drawn)	-1	i	3	i	i	i	0	i	i	i	-3
COc1cc2c(cc1OC)C(COc1ccc(F)cc1)N(C(C)=O)CC2 (stereo not drawn)	-3	i	3	i	i	i	-5	i	i	i	0
Cc1ccc(C(=O)NC(C(=O)Nc2cccc(S(N)(=O)=O)c2)C(C)C)cc1 (stereo not drawn)	-5	i	3	i	i	i	-17	i	i	i	-6
S=C(Nc1cccnc1)Nc1ccccc1Br	-2	i	-24	i	i	i	-17	i	i	i	4
COc1ccc(N2CCN(C(CNC(=O)C3CCCCC3)c3cccnc3)CC2)cc1 (stereo not drawn)	-4	i	0	i	i	i	-5	i	i	i	2
CCCc1cc(=O)oc2cc(C)cc(OCC(=O)NCCCn3ccnc3)c12	4	i	-2	i	i	i	-8	i	i	i	6
O=C(Nc1nc(-c2ccc3c(c2)OCO3)cs1)c1ccncc1	-1	i	2	i	i	i	-13	i	i	i	2
CN(Cc1ccon1)C(=O)CCc1nnc(CCCCc2ccccc2)o1	-5	i	0	i	i	i	-4	i	i	i	3
Cc1onc(-c2ccccc2)c1C(=O)Nc1cc(C(F)(F)F)ccc1N1CCOCC1	2	i	0	i	i	i	-1	i	i	i	1
O=C(CNC(=O)c1ccccc1)NC1(C(=O)NC2CCCC2)CCCCC1	0	i	2	i	i	i	-9	i	i	i	2
O=C(OCc1ccccc1)c1cc(S(=O)(=O)N2CCCCC2)ccc1N1CCOCC1	-2	i	2	i	i	i	-10	i	i	i	-6
CC1=C(C(N)=O)C(c2ccccc2)n2nc(-c3ccncc3)nc2N1 (stereo not drawn)	0	i	7	i	i	i	-3	i	i	i	7
COc1ccc(-c2[nH]ncc2CN2CCN(C3CCCCC3)C(=O)C2)cc1F	.	i	2	i	i	i	-10	i	i	i	14
CC(=O)Nc1ccccc1NC(=O)c1ccccc1-c1ccccc1	-3	i	0	i	i	i	-2	i	i	i	-5
COc1ccc2c(c1)-c1nc(/N=C/c3ccccc3O)sc1CC2	16	i	0	i	i	i	-4	i	i	i	36
CCN1C(=O)C(O)(C2COC(C)(C)CC2=O)c2ccccc21 (stereo not drawn)	2	i	0	i	i	i	0	i	i	i	-1
COc1ccc(C=O)cc1CSc1ncccc1C(=O)O	2	i	1	i	i	i	-3	i	i	i	1
O=C(Cc1ccc(S(=O)(=O)N2CCCC2)s1)Nc1nc2c(s1)CCCC2	1	i	0	i	i	i	-15	i	i	i	5
Cc1ccc(CSC2=NCCN2S(=O)(=O)c2ccccc2)cc1	-2	i	0	i	i	i	0	i	i	i	-4
COc1cc(NC(=O)CCC(=O)OCCCC(F)(F)C(F)(F)F)nc(OC)n1	-1	i	-1	i	i	i	-4	i	i	i	-1
O=S(=O)(c1ccccc1F)N1CCC(c2nc3ccccc3[nH]2)CC1	-3	i	1	i	i	i	-6	i	i	i	-2
COc1ccc(/C=C2\SC(=S)N(CCCC(=O)Nc3ccccc3C(=O)O)C2=O)cc1OC	-6	i	3	i	i	i	-24	i	i	i	0
COc1ccc(N(C(=O)c2cccnc2)S(=O)(=O)c2ccc(Cl)cc2)cc1	-1	i	-1	i	i	i	-12	i	i	i	-1
COc1ccc(S(=O)(=O)N2CCC(C(=O)NC3CC(C)(C)NC(C)(C)C3)CC2)cc1	-5	i	-4	i	i	i	-4	i	i	i	-9
Cc1cc(C2CC(=O)Nc3ccccc3S2)c(C)s1 (stereo not drawn)	-5	i	1	i	i	i	-12	i	i	i	0
Cn1c(C(=O)N2CCN(c3ccc([N+](=O)[O-])cc3)CC2)cc2c(=O)[nH]c3ccccc3c21	.	i	-1	i	i	i	-7	i	i	i	3
NC(N)=N/N=C/c1c(Cl)cccc1Cl	0&-2	i	1&2	i	i	i	-4&-4	i	i	i	13&4
COc1ccc(NC(=O)CSc2nnc(-c3ccoc3C)n2CC2CCCO2)cc1 (stereo not drawn)	4	i	-1	i	i	i	-11	i	i	i	-7
Nn1c(SCC(=O)Nc2ccc3c(c2)OCCO3)nnc1-c1ccccn1	-1	.	-1	i	i	i	-10	i	i	i	0
Cc1cc(-c2nc(C)c(C(=O)NNS(=O)(=O)c3ccc(Cl)cc3Cl)s2)no1	1	i	-3	i	i	i	-11	i	i	i	0
CCOC(=O)C1CCCN(C(=O)c2cc(S(=O)(=O)Nc3ccccc3OC)ccc2C)C1 (stereo not drawn)	-2	i	0	i	i	i	-12	i	i	i	-8
S=c1[nH]nc(COc2ccc(Cl)cc2)o1	-4	i	-2	i	i	i	-12	i	i	i	3
O=P(CCCO)(Cc1ccccc1)Cc1ccccc1	-1	i	0	i	i	i	-4	i	i	i	16
CSCCC(=O)N1CCN(CC(=O)N2CCCC2)CC1	-1	i	-3	i	i	i	-4	i	i	i	4
COc1cc(/C=C/C(=O)OCC(=O)Nc2cc(S(=O)(=O)N3CCCCC3)ccc2C)ccc1O	-1	i	-6	i	i	i	-3	i	i	i	1
S=C1NCCc2ccc(Cl)cc2C1c1ccccc1Cl (stereo not drawn)	-1	i	0	-11*	-6.7*	i	-6	i	i	i	-6
Next structures follow.
SMILES	GSK3 alpha inh	PolyA inhibitor	GSK3beta inhib	KCNK3 block	KCNK9 inh	KCNQ1 act	hERG rescue	RGS4 pot	KCNQ1 inh	RGS4 block	DYRK1A inh
Cc1ccc(C(c2nnnn2Cc2cccs2)N2CCN(C(=O)c3ccco3)CC2)cc1 (stereo not drawn)	-2	i	2	i	i	i	-10	i	i	i	2
CC(=O)N1CCN(c2ccc(NC(=O)c3cc(Cl)ccc3Cl)cc2)CC1	0	i	1	i	i	i	-5	i	i	i	-4
Fc1ccccc1CNc1ccc(Cl)c(Cl)c1	-3	i	1	i	i	i	-5	i	i	i	-2
COC(=O)c1[nH]c2ccc(C)cc2c1NC(=O)CN1CCC(C)CC1	0	i	1	i	i	i	-8	i	i	i	-3
O=C(COc1coc(CN2CCN(c3ccccc3)CC2)cc1=O)Nc1ccccc1	-1	i	1	i	i	i	-9	i	i	i	-3
CC(=O)Nc1ccc(NC(=O)CC2SC(=O)N(CC(=O)c3ccccc3)C2=O)cc1 (stereo not drawn)	2	i	0	i	i	i	-2	i	i	i	1
Cc1cc(/C=N/NC(=O)c2cccc([N+](=O)[O-])c2)c(C)n1-c1ccc(Cl)cc1Cl	-2	i	-1	i	i	i	-8	i	i	i	10

Compound activity: PubChem BioAssay, several laboratories
